From PubChem
B2AR arrestin ag: ADRB2 beta-arrestin recruitment | P07550 | HTLA Tango cells, beta-arrestin recruitment, luciferase luminescence, 18 h | Potency, µM (top dose mostly 46.1 µM), for inactives: top-dose activation, most hits filed as activators | 44,000 tested, under 10 active | AID 1347077;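 further: potency means the concentration at half of the fitted maximal effect; 0% = DMSO and full agonism = EC100 isoproterenol or metaproterenol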
Target sequence (P07550 whole entry, looked up): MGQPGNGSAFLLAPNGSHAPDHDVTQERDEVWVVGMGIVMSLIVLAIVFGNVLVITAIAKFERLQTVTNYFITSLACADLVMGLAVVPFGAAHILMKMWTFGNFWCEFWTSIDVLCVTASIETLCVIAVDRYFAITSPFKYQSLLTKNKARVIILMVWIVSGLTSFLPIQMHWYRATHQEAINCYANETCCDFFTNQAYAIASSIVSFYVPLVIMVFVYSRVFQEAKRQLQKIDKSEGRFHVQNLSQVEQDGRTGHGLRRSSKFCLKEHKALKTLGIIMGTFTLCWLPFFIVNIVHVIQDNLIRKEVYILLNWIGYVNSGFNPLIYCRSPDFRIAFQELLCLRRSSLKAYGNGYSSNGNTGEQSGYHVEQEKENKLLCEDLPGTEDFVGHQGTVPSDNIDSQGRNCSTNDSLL
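Ligand-induced beta-arrestin recruitment to recombinant beta2-AR is measured via a tTA-driven luciferase reporter in Tango cells after 18 hr compound exposure at 37 degrees C. Concentrations span up to 46 microM.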
PTAP-TSG101 blk: TSG101-PTAP interaction inhibition, HIV-1 budding; Q99816; 44,000 tested, under 10 active; Potency, µM (doses to about 115 µM), for inactives: at the top dose activity change, negative = inhibition, actives largely listed as inhibitors; Fluorescence polarization, FITC-PTAP peptide/Tsg101, 20 min; further: potency means the concentration at half of the fitted maximal effect; 0% is about no effect
Target sequence (Q99816 whole entry, looked up): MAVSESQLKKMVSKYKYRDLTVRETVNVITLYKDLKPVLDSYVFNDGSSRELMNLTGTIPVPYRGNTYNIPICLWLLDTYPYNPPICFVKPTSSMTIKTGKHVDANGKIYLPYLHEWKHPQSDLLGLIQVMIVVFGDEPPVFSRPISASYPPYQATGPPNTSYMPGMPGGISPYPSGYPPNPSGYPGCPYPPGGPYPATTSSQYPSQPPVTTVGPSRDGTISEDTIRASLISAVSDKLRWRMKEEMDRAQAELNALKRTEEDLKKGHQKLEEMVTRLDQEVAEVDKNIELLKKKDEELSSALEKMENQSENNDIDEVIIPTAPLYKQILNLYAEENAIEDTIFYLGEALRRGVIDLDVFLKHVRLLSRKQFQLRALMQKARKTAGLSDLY
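Steps: Tsg101 binding domain (10 uM final) in HEPES pH 7.5/NaCl/Tween 20/EDTA/TCEP; add compound; add FITC-PTAP peptide (50 nM final); incubate 20 min r.t.; read polarization.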
NTMT1 inh: NTMT1 methyltransferase inhibition | NTMT1 MTase-Glo SAH luminescence, purified enzyme | Potency, µM (highest dose often 114 µM), without a hit: at the top dose activity change, negative = inhibition, hits mostly inhibitors | 2.5% of 59,000 active;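 further: potency means the concentration at half of the fitted maximal effect; plate controls were DMSO vehicle for no effect and no enzyme for full effect; nearly all actives have a fitted effect of over 65% in size; many of its hits are not listed in these tables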
Target sequence (Q9BV86 whole entry, looked up): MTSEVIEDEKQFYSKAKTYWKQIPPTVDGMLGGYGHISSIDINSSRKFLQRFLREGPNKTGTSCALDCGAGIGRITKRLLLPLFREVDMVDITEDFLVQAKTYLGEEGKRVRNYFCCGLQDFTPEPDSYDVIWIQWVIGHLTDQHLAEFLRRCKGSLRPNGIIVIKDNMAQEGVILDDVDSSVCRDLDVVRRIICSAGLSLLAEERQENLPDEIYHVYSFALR
p53null 32C kill: p53 null cell cytotoxicity, permissive temperature; 0.62% of 55,000 active; AID 903; Potency, µM (top dose mostly 46.1 µM), inactives show top-dose activity change, negative = cytotoxicity, actives largely listed as cytotoxic; H1299-neo p53 null cells, ATP luminescence, 24 h, 32C;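 further: potency means the concentration at half of the fitted maximal effect; 0% = DMSO only and -100% = full killing by 100 µM tamoxifen; nearly all actives have a fitted effect of over 55% in size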
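AC50 values derive from Hill modelling of qHTS concentration-response data (up to 46 uM) in H1299-neo cells. Cells were treated 24 h at 32C following overnight attachment at 37C; viability was read as cellular ATP.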
p53null 39C kill: selectivity test: cytotoxicity in p53 null cells, nonpermissive temperature. H1299 p53-null (neo) cells, 39C, ATPlite viability, 24 h. Potency, µM (series often up to 46.1 µM), for the others: at the highest dose activity, negative = cell killing, hits mostly cytotoxic. 0.97% of 55,000 active;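 further: potency means the concentration at half of the fitted maximal effect; 0% = DMSO only and -100% = full killing by 100 µM tamoxifen; nearly all actives have a fitted effect of over 50% in size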
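ATP-luminescence viability readout (ATPlite, 20 min RT) after 24 hr compound treatment at 39C of H1299-neo or H1299-p53A138V cells; titration up to 46 uM; normalized to DMSO and 100 uM tamoxifen; Hill-fit AC50.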
GALK inhibitor: inhibitors of human galactokinase (GALK); P51570; recombinant GALK, Kinase-Glo ATP luminescence, 1 h; Potency, µM (top dose mostly 57.5 µM), without a hit: at the top dose activity, negative = inhibition, hits mostly inhibitors; 44,000 tested, under 10 active;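 further: plate controls were full GALK reaction for no effect and reaction lacking GALK for full effect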
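5 nM GALK; 35 uM ATP; 100 uM D-galactose; 20 mM HEPES pH 8.0, 5 mM MgCl2, 60 mM NaCl, 1 mM DTT, 0.01% BSA; 1 h RT; Kinase-Glo Plus luminescence.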
FH mod: Identification of activators of human fumarate hydratase by quantitative high-throughput screening; Fumarate hydratase, mitochondrial (Homo sapiens), P07954; FH coupled MDH/diaphorase resazurin fluorescence, 15 min; Potency, µM (doses to about 79.9 µM), for the others: at the highest dose activity change, negative = inhibition, actives largely listed as inhibitors; 0.22% of 54,000 active; AID 1347055, 2019; further: potency means the concentration at half of the fitted maximal effect; on the % scale 0 is the no-effect control and ±100 the full control effect; the screen sought activators but most active calls are inhibition curves; nearly all actives have a fitted effect of over 45% in size
* marks the source's active call; other numbers are inactive results; ? = inconclusive; / = no result given; [ ] = dose if it differs, or a comment. The call rests on the fitted dose curve; in most records, active means well fitted curve in the direction sought with a large enough effect; inconclusive means small, poorly fitted or top-dose-only effect, or another doubt; inactive means no such curve, though single readings can be large; an effect the other way counts as inactive or inconclusive. The list is partial; count on the stated rates, not on these rows.

| molecule | p53null 39C kill | NTMT1 inh | PTAP-TSG101 blk | B2AR arrestin ag | GALK inhibitor | FH mod | p53null 32C kill |
| --- | --- | --- | --- | --- | --- | --- | --- |
| Cc1ccc(/C=C(\C#N)C(=O)Nc2cc(C)ccc2C)cc1 | 7% | -26% | 0% | 0% | -4% | 29% | -1%[9.22 µM] |
| CCCN1C(=O)c2ccccc2CC1(C)C(=O)NC1CCCCC1 (centres undefined) | -9% | 18% | -3% | 0% | 3% | 0% | -4% |
| O=C(NC1CCN(Cc2ccccc2)CC1)c1ccc(Cn2c(=O)c3ccccc3n(Cc3ccccc3)c2=O)cc1 | 15% | 79µM* | -1% | -1% | 0% | 2% | 6% |
| CC1=C(C(N)=O)C(c2ccccc2Br)n2ncnc2N1 (centres undefined) | -12% | 6% | -1% | -1% | -4% | 4% | 1% |
| CCOc1ccc(-c2nn(-c3ccccc3)cc2C2NC(=O)NC(C)=C2C(=O)OC(C)C)cc1C (centres undefined) | 57%[activator] | 19% | -2% | 1% | 0% | ? | 23% |
| CCOc1ccc(S(=O)(=O)N2CCN(c3c(C)cccc3C)CC2)c2ccccc12 | 13% | 11% | 2% | 1% | -1% | -5% | 3% |
| COc1ccc(CCNC(=O)C2=C(C)C(=O)OC23CCCCC3)c(OC)c1 | -3% | 15% | -11% | -2% | -12% | -2% | 4% |
| O=C(NCCc1csc(-c2cccnc2)n1)c1cccc(C(F)(F)F)c1 | 11% | -1% | 0% | 0% | 0% | -5% | -8% |
| Cc1nc(-c2ccc(F)cc2)sc1CCNC(=O)c1ccccc1C(F)(F)F | -2% | 5% | -6% | 1% | 4% | -13% | ? |
| Cc1cc(C)n2c(Nc3cccc(C(F)(F)F)c3)c(-c3ccsc3)nc2n1 | 14% | 7% | 0% | -1% | 0% | -19% | 22% |
| Cc1cc(NC(=O)c2ccc(Br)o2)cc(-c2nc3ccccc3o2)c1O | ? | 15% | 6% | -2% | 8% | -16% | 1%[9.22 µM] |
| O=C(c1ccc2c(c1)OCO2)c1cn(Cc2ccc(F)cc2)c2ccccc2c1=O | -22% | 0% | -2% | -1% | -1% | -6% | -1% |
| Cc1cccc(-c2cc(NC(=O)c3ccccc3C)n(-c3ccccc3)n2)c1 | ? | -2% | 1% | -1% | 2% | -30% | -19% |
| Cc1ccc(CCNC(=O)c2c(C)oc3ncnc(N4CCOCC4)c23)cc1 | -3% | 11% | 2% | 1% | 3% | -15% | -4% |
| CCc1cccc(NC(=O)Cn2c(=O)n(-c3ccccc3C)c(=O)c3c2c2cc(C)ccc2n3C)c1 | -10% | 6% | 3% | -1% | 1% | -19% | -2% |
| COc1cc(C(=O)Nc2ccc3nc(SCc4ccc(C)cc4)sc3c2)cc(OC)c1OC | 21% | ? | 2% | -4% | 2% | -25% | 13% |
| O=C1C(c2ccc(F)cc2)N(CCc2ccc(Cl)cc2)C(=O)CN1C1CCCCCC1 (centres undefined) | 17% | / | -7% | 1% | -2% | / | 17% |
| Cc1ccccc1C(=O)OCc1cc(=O)n2nc(C(C)C)sc2n1 | ? | -4% | 0% | 0% | 1% | -11% | -1% |
| CN(C(=O)CSc1nc(C2CCCC2)nc2c1c(=O)n(C)c(=O)n2C)c1ccccc1 | ? | 5% | 1% | 0% | -1% | ? | -28% |
| CCOC(=O)c1ccc2c(c1)N(Cc1cccc([N+](=O)[O-])c1)C(=O)c1ccccc1S2 | 6% | 5% | -2% | -1% | -6% | -9% | 0% |
| CSc1cccc(N2C(=O)N(Cc3ccc([N+](=O)[O-])cc3)c3ccccc3S2(=O)=O)c1 | -5% | 1% | -4% | -3% | -1% | -17% | -8% |
| Cc1sc(C2C(C#N)=C(N)N(c3ccc(Cl)cc3)C3=C2C(=O)CCC3)cc1CN1CCOCC1 (centres undefined) | 3% | -22% | -1% | 2% | -9% | -8% | -9% |
| CCOc1ccc(NS(=O)(=O)c2ccc(NC(=O)N3CCCC3)cc2)cc1 | 22% | 14% | 4% | 0% | 0% | 11% | 4% |
| N#Cc1ccc(NC2=NS(=O)(=O)c3ccccc32)cc1 | 3% | 5% | 0% | -1% | 2% | 3% | -2% |
| O=S(=O)(c1ccc2nc(N3CCN(c4cccc(Cl)c4)CC3)ccc2c1)N1CCCCC1 | -6% | 6% | -3% | 0% | 1% | -4% | -1% |
| COc1ccc2c(CNCc3ccc(Cl)cc3)c(C(=O)O)n(Cc3ccccc3C)c2c1 | -21% | 3% | 4% | 4% | 4% | -9% | 5% |
| CCc1ccc(-n2nc(C)c3c(C)cc(=O)n(CC(=O)Nc4ccc(C(C)=O)cc4)c32)cc1 | 0% | -2% | 4% | 0% | -1% | 10% | -2% |
| CCN1CCN(C(c2ccccc2Cl)c2c(O)cc(C)n(CCOC)c2=O)CC1 (centres undefined) | -3% | ? | 0% | 1% | -1% | -9% | -2% |
| Cc1ccc(NC(=O)CN(Cc2ccccc2)S(=O)(=O)c2ccc3nc(C)sc3c2)c(C)c1 | 5% | 9% | 4% | -1% | 4% | 9% | -9% |
| Cc1ccc(NC(=O)CN2C(=O)CCc3cc(S(=O)(=O)N4CCOCC4)ccc32)c(C)c1 | -3% | 18% | -1% | -1% | -3% | -6% | -2% |
| Cc1ccc(-c2cc(C(=O)N3CCN(S(=O)(=O)c4ccc(Br)s4)CC3)[nH]n2)cc1C | -7% | -3% | -3% | -1% | -6% | 5% | -5% |
| COC(=O)c1ccc(NC(=O)CCOc2ccccc2)cc1 | -3% | 11% | 3% | -1% | -1% | -5% | -4% |
| CC(C)CCNC(=O)CSc1nc2ccsc2c(=O)n1Cc1ccccc1Cl | 23% | 12% | 3% | 13% | 1% | -6% | 11% |
| CCOC(=O)c1c(S(=O)(=O)N2CCC(C(=O)Nc3ccccc3OC)CC2)c(C)n(CC)c1C | 7% | -7% | 1% | -2% | 2% | -1% | -4% |
| Cn1nc(-c2ccccc2F)c2cc(C(=O)N3CCN(c4ccc(F)cc4)CC3)sc21 | 5% | 2% | -4% | 0% | -2% | -20% | 22% |
| CC(=O)N1CCc2c(sc3c2c(=O)n(CCc2ccccc2)c(=O)n3Cc2ccccc2C)C1 | 46%[activator] | ? | -5% | 0% | 0% | -25% | 16% |
| CCCOc1ccc(C2CC(=O)Nc3c2c(C)nn3-c2nncc(-c3cccc(OC)c3)n2)cc1OC (centres undefined) | ? | -3% | 0% | -2% | 1% | -5% | 1% |
| Cc1cccc2nc(-c3cccc(NS(=O)(=O)c4ccccc4)c3)cn12 | 17% | -6% | -8% | -2% | -2% | -13% | 10% |
| O=C(CCn1c(=O)c2cccn2c2cccnc21)NCc1ccc(Cl)cc1 | -9% | -20% | -3% | 2% | 2% | 2% | -1% |
| Cc1nc2nc(NC(=O)c3ccccc3F)[nH]n2c(=O)c1Cl | -7% | 20% | 0% | -1% | -4% | -20% | -2% |
| Cc1ccc2nc(-c3ccsc3)c(Nc3ccc(Cl)cc3)n2c1 | -12% | 11% | -1% | 0% | 0% | -4% | 1% |
| CCNc1sc(S(C)(=O)=O)nc1S(=O)(=O)c1ccc(C)cc1 | 2% | 6% | -9% | -3% | 1% | 4% | 0% |
| Cc1cc(C)n(-c2nc3cc(Cl)ccc3nc2Nc2ccc(CC(=O)O)cc2)n1 | -14% | -5% | 3% | -2% | 4% | -27% | -1% |
| CCc1cccc(N2C(=O)N(Cc3c(F)cccc3Cl)c3ccccc3S2(=O)=O)c1 | -9% | -3% | 1% | -3% | 3% | -7% | 1% |
| Cc1ccc(C(=O)OC2=C(C(=O)c3ccccc3)N(C)S(=O)(=O)c3ccccc32)cc1 | 16% | 15% | 1% | 6% | -1% | -18% | 3% |
| O=C(O)Cc1ccc(NC2(c3ccccc3)C(=O)c3ccccc3C2=O)cc1 | -22% | 0% | 0% | 0% | 0% | 1% | -9% |
| CCOC(=O)c1cnc2c(C)cccc2c1NCCc1ccc(OC)c(OC)c1 | 17% | -9% | -7% | 4% | -3% | -26% | -5% |
| O=C(Nc1cc(-c2nc3ccccc3o2)ccc1Cl)c1ccc(Br)o1 | -17% | -19% | 18% | -2% | 0% | 7% | -1% |
| O=C(NCCc1ccccc1)C1(c2cccs2)CCOCC1 | -4% | 4% | 2% | -3% | -1% | -4% | -2% |
| O=C(CCc1ccccc1)NCc1ccc2c(c1)CCN2C(=O)c1ccc(Cl)cc1 | 10% | 7% | 1% | -1% | 0% | -6% | -4% |
| Cc1ccc(NC(=O)c2cccc(NC(=O)N3CCSc4ncccc43)c2)cc1F | -2% | -5% | 0% | 0% | -2% | 2% | -10% |
| CC1CCN(S(=O)(=O)c2ccc3c(c2)N(CC(=O)NCc2ccccc2Cl)C(=O)CO3)CC1 | -25% | -9% | 3% | -1% | 5% | 8% | -8% |
| Cn1c(=O)c2c(nc(SCC(=O)Nc3ccccc3)n2Cc2ccccc2F)n(C)c1=O | -15% | -4% | -5% | 0% | -1% | 4% | 12% |
| COc1ccccc1Nc1nn2c(=O)c3ccc(C(=O)NCCC4=CCCCC4)cc3nc2s1 | 4µM* | -26% | -4% | 0% | 4% | -10% | ? |
| CC(=O)c1cccc(NS(=O)(=O)c2cc3c(cc2C)N(C(C)=O)CCO3)c1 | 17% | 8% | 0% | 0% | 4% | -1% | -9% |
| COc1ccc(NC(=O)CCc2c(C)nc3c(c2C)c(=O)n(C)c(=O)n3C)cc1OC | 6% | -10% | 2% | 1% | 7% | 6% | 2% |
| COc1ccc(NC(=O)CSc2nnc(-c3nonc3NC(C)=O)n2-c2ccccc2)cc1 | 4% | -17% | 0% | -3% | 0% | -1% | 6% |
| CC1=C(C(=O)Nc2ccccc2)C(c2ccncc2)n2nc(SCc3ccccc3F)nc2N1 (centres undefined) | 4% | 4% | 2% | 0% | 6% | -9% | -7% |
| Cc1ccc(N2CC(NC(=O)c3cc4ccccc4o3)CC2=O)cc1C (centres undefined) | -22% | -2% | 1% | -3% | 2% | 4% | -1% |
| O=c1c2cc3c(cc2nc2sc(Nc4ccccc4)nn12)OCO3 | 6.3µM* | ? | -2% | 0% | -6% | -9% | 10µM* |

Arranged by SMILES length (highest first): three of the compounds above
| molecule | p53null 39C kill | NTMT1 inh | PTAP-TSG101 blk | B2AR arrestin ag | GALK inhibitor | FH mod | p53null 32C kill |
| --- | --- | --- | --- | --- | --- | --- | --- |
| COc1ccccc1Nc1nn2c(=O)c3ccc(C(=O)NCCC4=CCCCC4)cc3nc2s1 | 4µM* | -26% | -4% | 0% | 4% | -10% | ? |
| CCc1cccc(N2C(=O)N(Cc3c(F)cccc3Cl)c3ccccc3S2(=O)=O)c1 | -9% | -3% | 1% | -3% | 3% | -7% | 1% |
| CC(C)CCNC(=O)CSc1nc2ccsc2c(=O)n1Cc1ccccc1Cl | 23% | 12% | 3% | 13% | 1% | -6% | 11% |
